Source: PubChem BioAssay (Center for Chemical Genomics, University of Michigan)
Dicer inh: blocks human Dicer maturation of pre-miR-21; Q9UPY3; cat-ELCCA pre-miR-21 Dicer processing, chemiluminescence; hits give high values; z-score at 25 µM; actives 6% (n = 47,000); AID 1347074; in the data active means z-score above about 3, passing the limit was not always enough;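 further: plate controls were vehicle for no effect and no enzyme for full effect; higher signal means more uncleaved substrate so more Dicer inhibition; strong numbers were not always called active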
Target sequence (Q9UPY3 whole entry, looked up): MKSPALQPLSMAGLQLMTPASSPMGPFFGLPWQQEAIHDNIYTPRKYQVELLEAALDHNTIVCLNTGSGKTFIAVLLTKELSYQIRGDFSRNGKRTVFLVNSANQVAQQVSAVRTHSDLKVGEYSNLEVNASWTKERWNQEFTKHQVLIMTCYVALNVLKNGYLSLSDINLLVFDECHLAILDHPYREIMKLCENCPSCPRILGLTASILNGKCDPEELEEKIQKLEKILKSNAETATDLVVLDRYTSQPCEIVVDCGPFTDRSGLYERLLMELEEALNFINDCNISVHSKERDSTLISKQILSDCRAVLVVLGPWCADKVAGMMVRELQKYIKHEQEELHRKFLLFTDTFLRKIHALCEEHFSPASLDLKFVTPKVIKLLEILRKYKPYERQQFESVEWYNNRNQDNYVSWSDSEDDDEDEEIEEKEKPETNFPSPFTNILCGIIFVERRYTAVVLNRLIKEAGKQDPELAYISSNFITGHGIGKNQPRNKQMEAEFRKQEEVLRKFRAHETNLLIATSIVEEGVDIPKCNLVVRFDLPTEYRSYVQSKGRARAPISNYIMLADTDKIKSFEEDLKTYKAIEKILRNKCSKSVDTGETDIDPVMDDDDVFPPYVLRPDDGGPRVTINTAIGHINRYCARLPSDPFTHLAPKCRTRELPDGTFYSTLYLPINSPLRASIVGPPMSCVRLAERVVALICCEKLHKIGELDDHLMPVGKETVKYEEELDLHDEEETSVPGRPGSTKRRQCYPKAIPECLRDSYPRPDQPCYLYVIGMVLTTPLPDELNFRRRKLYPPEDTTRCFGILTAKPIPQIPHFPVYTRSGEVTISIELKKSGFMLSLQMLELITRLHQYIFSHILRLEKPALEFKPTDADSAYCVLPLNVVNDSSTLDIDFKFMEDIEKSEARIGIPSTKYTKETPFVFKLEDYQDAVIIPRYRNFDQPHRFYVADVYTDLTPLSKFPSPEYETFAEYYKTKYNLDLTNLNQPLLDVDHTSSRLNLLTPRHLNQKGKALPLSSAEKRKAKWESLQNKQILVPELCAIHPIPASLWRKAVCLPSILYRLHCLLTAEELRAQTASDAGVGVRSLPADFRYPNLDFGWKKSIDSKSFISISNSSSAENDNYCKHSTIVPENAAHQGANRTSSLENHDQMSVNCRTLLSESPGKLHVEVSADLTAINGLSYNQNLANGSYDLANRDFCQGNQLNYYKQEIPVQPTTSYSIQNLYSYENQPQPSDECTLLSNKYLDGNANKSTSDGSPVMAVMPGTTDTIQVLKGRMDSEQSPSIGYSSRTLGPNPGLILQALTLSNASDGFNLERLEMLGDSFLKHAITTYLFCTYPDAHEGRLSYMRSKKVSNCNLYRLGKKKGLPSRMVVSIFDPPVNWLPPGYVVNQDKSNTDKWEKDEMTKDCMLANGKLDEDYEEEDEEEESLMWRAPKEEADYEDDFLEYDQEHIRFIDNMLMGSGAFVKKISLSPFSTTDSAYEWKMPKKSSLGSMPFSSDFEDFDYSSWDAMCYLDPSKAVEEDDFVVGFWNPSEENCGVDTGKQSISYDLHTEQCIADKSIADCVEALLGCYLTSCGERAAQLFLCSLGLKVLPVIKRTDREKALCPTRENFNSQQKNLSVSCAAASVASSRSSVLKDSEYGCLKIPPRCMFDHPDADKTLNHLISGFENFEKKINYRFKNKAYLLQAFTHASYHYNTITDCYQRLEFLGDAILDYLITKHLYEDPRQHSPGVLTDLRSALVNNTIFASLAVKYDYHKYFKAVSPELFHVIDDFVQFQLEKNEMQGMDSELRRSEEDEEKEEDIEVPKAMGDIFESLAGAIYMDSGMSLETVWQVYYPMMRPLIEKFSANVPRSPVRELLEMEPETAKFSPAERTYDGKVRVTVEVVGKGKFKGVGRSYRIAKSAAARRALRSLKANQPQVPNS
Active calls of the source: *. A portion of the library (hit frequency here may not be typical).

SMILES | Dicer inh
CCCC1=NN(C(=O)c2ccc(Cl)cc2)C(=O)C1Cc1c(F)cccc1Cl (stereo not drawn) | 7.87
CCCCCCCSc1nnc2[nH]c(=O)cc(N)n12 | 2.46
O=C(/C=C/Sc1nc2cc(Cl)ccc2s1)c1ccc(F)cc1 | 1.19
COc1ccc(OC)c(C2C(C(=O)OCC(C)C)=C(C)NC3=C2C(=O)CC(c2cccs2)C3)c1 (stereo not drawn) | 3.1*
Nc1nc(-c2ccccc2)c(C(=O)c2ccccc2)s1 | -0.84
Cc1c(C(=O)/C=C/N(C)C)sc2ccccc12 | -0.86
COc1ccccc1OCc1nc(C#N)c(NCCCn2ccnc2)o1 | -0.6
O=C(Nc1ccccc1)OC1CCSC1 (stereo not drawn) | 1.22
O=C(CC1(O)C(=O)N(Cc2ccc(Cl)cc2)c2ccccc21)c1ccc2c(c1)OCO2 (stereo not drawn) | 2.38
CCCCCCC(=O)OC1CC(C)(C)NC(C)(C)C1 | 0.74
CCCN1C(=O)C(O)(CC(=O)c2ccccn2)c2ccccc21 (stereo not drawn) | 0.99
COc1ccc(Nc2ncc(F)c(Nc3ccc(OC)cc3)n2)cc1 | 0.05
CC(Cc1c[nH]c2ccccc12)NC(=O)c1ccco1 (stereo not drawn) | 13.2
NS(=O)(=O)c1ccccc1Oc1ccc(Cl)cc1Cl | -1.46
CC1(C)CC(=O)C=C(Nc2ccc(O)cc2)C1 | -0.73
COC(=O)C1=C(C)Nc2ncnn2C1c1ccc(C)o1 (stereo not drawn) | 0.36
Cc1c(C(c2ccc(O)cc2)c2c(C)n(C)n(-c3ccccc3)c2=O)c(=O)n(-c2ccccc2)n1C | 0.28
Cc1cc(C)c(C#N)c(SCC(=O)Nc2nccs2)n1 | 0.79
Nc1ccc(SC(C[N+](=O)[O-])c2ccc(F)cc2)cc1 (stereo not drawn) | -7.8
Oc1cc(O)c2c(c1)O[C@H](c1ccc(O)c(O)c1)[C@@H](O)C2 | -2.27
COc1ccc(-c2nnc(SCc3ccc(Br)cc3)o2)c(OC)c1 | 67.3
COC(=O)c1cc(C2C(C#N)=C(C)NC3=C2C(=O)CC(C)(C)C3)c(OC)cc1OC (stereo not drawn) | -0.56
CSc1ccc(C2C3=C(CC(C)(C)CC3=O)Nc3cc4c(cc32)OCO4)cc1 (stereo not drawn) | 5.11*
C(=N\OCc1nnc(-c2ccc3ccccc3c2)o1)/c1cccc2c1OCO2 | -1.69
CC(C)(C)[C@H](CO)N=Cc1cccc(C=N[C@H](CO)C(C)(C)C)n1 | 2.36
Cc1ccccc1OCCn1c(N)nc2ccccc21 | 0.91
NC(=O)CSc1ccc(C(F)(F)F)cn1 | 1.08
CCOC(=O)c1cc2c(=O)[nH]ccc2nc1C(F)(F)F | -1.37
O=C(O)c1ccc2c(c1)-c1nc3ccccc3n1C2=O | -2.26
COc1nnc(-c2ccc(C)c(S(=O)(=O)NCc3cccnc3)c2)c2ccccc12 | -1.69
Cc1csc2sc(C(=O)Nc3ccc(Cl)cc3)c(C)c12 | 1.57
COc1cc(C2OCC3(CO)C(C)C=C(C)C2C3C)ccc1O (stereo not drawn) | 0.62
Cc1cccc(Nc2ccc(Cl)cc2[N+](=O)[O-])c1 | 0.1
CCOC(=O)NN(C(=O)OCC)/C(=C\C=C\N1CCCC1)c1nnn(-c2ccc(Cl)cc2)n1 | -2.52
COc1ccccc1C1CC(=O)C2=C(C1)NC(C)=C(C(=O)OCC1CCCO1)C2c1cccs1 (stereo not drawn) | 0.18
CC1CCN(CC(O)COc2ccc(F)cc2)CC1 (stereo not drawn) | 0.27
CC1=C(C(=O)OC2CCCCC2)C(c2ccc3c(c2)OCO3)C2=C(CCCC2=O)N1 (stereo not drawn) | -0.34
Fc1ccc(CN2CCCN(c3ncnc4scc(-c5ccccc5)c34)CC2)cc1 | -1.37
O=C(O)Cc1cncc(Br)c1 | 54.5
Cc1cc(C)c2c(N)c(C(=O)c3ccccc3Cl)sc2n1 | -2.3
OCCCn1c(-c2ccccc2)cn2c3ccccc3nc12 | 1.6
NCCCCN | -1.42
O=C1c2oc3ccccc3c(=O)c2C(c2cccnc2)N1c1ccccn1 (stereo not drawn) | 2.89
Cc1cc(C)cc(SCC(=O)NNC(=O)COc2ccc(C)c3c2CCC3)c1 | -0.1
OC1CCN(C(=S)Nc2cccc(C(F)(F)F)c2)CC1 | -0.18
Cc1nc(C(F)(F)F)ccc1C(=O)NCCNc1cccc(C(F)(F)F)n1 | -0.94
COC(=O)c1c(OC)ccc(NC(=O)NC(=O)c2c(OC)c(Cl)cc(Cl)c2OC)c1OC | -0.6
CCOC(=O)C(C)(C)Oc1ccc(Cl)cc1 | -0.7
Cc1nnc(SCc2ccccc2[N+](=O)[O-])s1 | -0.33
CCOC(=O)NC(=O)c1cn(C(C)C)c(=O)n(Cc2ccccc2)c1=O | -0.18
O=c1c(-c2ccc(OC3O[C@H](CO)[C@@H](O)[C@H](O)[C@H]3O)cc2)coc2cc(O)cc(O)c12 (stereo partly drawn) | 0.24
N#C/C(=N\OS(=O)(=O)c1cc(C(F)(F)F)cc(C(F)(F)F)c1)S(=O)(=O)c1ccc(Cl)cc1 | -1.88
COc1ccc(C2CC(=O)C3=C(C2)Nc2ccccc2NC3c2cc(OC)ccc2OC)cc1 (stereo not drawn) | -0.4
O=C(Nn1cnnc1)c1cccs1 | -0.01
CCCS(=O)(=O)/C(C#N)=C\OCC | -2.84
Cc1csc(NC(=O)Cn2cnc3c2c(=O)n(C)c(=O)n3C)n1 | -0.19
CC(=O)Nc1ccc2c(c1)CCc1ccccc1-2 | -0.97
CSc1sc(=S)sc1SC | -3.09
O=C1C(=O)N(c2nccs2)C(c2ccccc2Cl)/C1=C(/O)c1ccc(F)cc1 (stereo not drawn) | -1.31
c1ccc2c(c1)[nH]c1nc(SCCN3CCCCC3)nnc12 | 1

Further entries follow:
SMILES | Dicer inh
CCOC(=O)Cc1nnc(-c2ccccc2)o1 | 0.22
CCOC(=O)c1c(NC(=O)c2nc3nc(C)cc(C(F)F)n3n2)sc2c1CCC(C)C2 (stereo not drawn) | -0.17
O=C(NC1CCCC1)c1cc2n(n1)C(C(F)(F)F)CC(c1ccc(F)cc1)N2 (stereo not drawn) | 1.27
CN(c1ccccc1C(=O)O)S(=O)(=O)c1ccc2c3c(cccc13)C(=O)N2 | -0.39
Cc1ccc(S(=O)(=O)N2CCCN(S(=O)(=O)c3ccc(C)c(C)c3C)CC2)c(C)c1C | -0.83
C#CCSc1nnc2[nH]c(=O)cc(N)n12 | 2.7
Cn1nc(CC(=O)Nc2nnc(SCC(=O)c3ccccc3)s2)c2ccccc2c1=O | -0.02
CCn1nc(C)cc1-c1n[nH]c(=S)o1 | 0.96
Cc1ccc(C2C=C(c3ccc(F)cc3)Nc3nc(CCCO)nn32)cc1 (stereo not drawn) | 1.47
O=S(=O)(/N=S1/CCC2(C1)OCCO2)c1cc(C(F)(F)F)cc(C(F)(F)F)c1 (stereo not drawn) | -0.95
CCOC(=O)N1CCN(S(=O)(=O)c2cccs2)CC1 | -0.2
CN(C(=O)c1ccc(Br)o1)C1CCS(=O)(=O)C1 (stereo not drawn) | -1.56
Cc1ccc(N2C(=O)c3oc4ccccc4c(=O)c3C2c2ccc(F)cc2)nc1 (stereo not drawn) | 1.26
O=C1NC(c2ccccc2)Nc2c1sc(=S)n2-c1ccccc1 (stereo not drawn) | 0.9
COc1ccc(C(=O)Oc2cc3c4c(c2)C(C)=CC(C)(C)N4C(=O)C3=O)cc1 | 1.18
O=C(Cn1nc(-c2ccccc2)c2ccccc2c1=O)c1ccc(F)cc1 | -0.83
CCC(C)c1ccccc1OCC(O)CN1C(=O)NC(C)(C)C1=O (stereo not drawn) | 0.96
CCOC(=O)c1cc(-c2ccccc2)sc1NC(=O)CN1CCN(c2ccccc2)CC1 | -1.76
CSc1sc(C(=O)N/N=C/c2ccc(Cl)cc2)c2c1C1(CCC2)SCCS1 | -0.17
COc1ccc(-n2nnnc2/C(=C/N(C)C)C(=O)c2ccc(Cl)cc2)cc1 | -0.33
C=CCn1c(COc2ccccc2C)nc2ccccc21 | -0.15
Cc1ccc(-c2noc(CN3CCN(c4ccccn4)CC3)n2)cc1 | 0.56
COc1ccc(N(C2C=CS(=O)(=O)C2)S(=O)(=O)c2ccc(Cl)cc2)cc1 (stereo not drawn) | -1.01
OCCSc1ccc(Oc2ccc(SCCO)cc2)cc1 | -1.53
CC1CCC(C(=O)Oc2ccc(Cl)cc2)CC1 (stereo not drawn) | 0.93
CC1C/C(=N\Nc2ccc(I)cc2)c2cc(Cl)ccc2S1(=O)=O (stereo not drawn) | 3.98*
Cc1nc(-c2ccc(S(=O)(=O)N3CCCN(c4ncc(C(F)(F)F)cc4Cl)CC3)s2)cs1 | -1.58
COc1ccccc1OCC(O)Cn1nc(C)cc1C (stereo not drawn) | 2
Cc1ccc(C)c2c(OCC(=O)N(c3ccccc3)C3CCCCC3)ccnc12 | 0.11
CC(C)(C)NC(=S)NN1C2CSC1CS2 | -4.86

Reformatted: results already given
| Compound | Dicer inh |
| --- | --- |
| COc1ccccc1OCC(O)Cn1nc(C)cc1C (stereo not drawn) | 2 |
| Cc1ccc(C)c2c(OCC(=O)N(c3ccccc3)C3CCCCC3)ccnc12 | 0.11 |

Next part:
SMILES | Dicer inh
O=c1cc(Nc2cccc(C(F)(F)F)c2)nc[nH]1 | -0.23
CC(C)Oc1ccc(Cn2c(=O)sc3ccccc32)cc1 | -0.28
CC(c1ccccc1)N1C(=O)c2cccnc2C1=O (stereo not drawn) | -2.68
Cc1cc(C)nc(SCC(=O)c2c[nH]c3ccccc23)n1 | 2.45
COC(=O)c1c(NC(=O)c2cc3ccccc3o2)sc2c1CCC(C)C2 (stereo not drawn) | 1.13
COc1ccc2c(c1OC)C(=O)OC2Nc1cc(C)ccn1 (stereo not drawn) | 1.15
COc1ccccc1N1C(=O)CC(N2CCN(c3ccccn3)CC2)C1=O (stereo not drawn) | -0.78
O=C(/C=C(\CC(=O)c1ccc(F)cc1)c1ccccc1)c1ccc(F)cc1 | -1.11
COC(=O)Cc1nc(NC(=O)c2nc(-c3ccccc3)oc2C)sc1C | 0.09
Cc1cc(=O)[nH]c(SCc2cn3c(C)cccc3n2)n1 | 4.77*
NC(=O)c1c(N)sc2c1CCCC2 | -2.18
Cn1ccnc1S/C=C/C(=O)c1ccc(Cl)cc1 | -0.17
COc1ccccc1-c1nc(SCC(=O)c2ccccc2)n[nH]1 | 0.59
Clc1ccc2c(c1)c1cc(Cl)ccc1n2CN1CCCCC1 | 1.46
CSc1ccc(CNCCNC(=O)c2nonc2N)cc1 | 1.4
CCOC(=O)CC1Sc2ccccc2N=C1SCC(=O)Nc1ccc(Cl)cc1Cl (stereo not drawn) | -0.09
Cc1nnsc1C(=O)Nc1ccc(CN2CCS(=O)(=O)CC2)cc1 | -1.99
O=C(CC1(O)C(=O)N(Cc2ccccc2)c2ccc(Br)cc21)c1cccnc1 (stereo not drawn) | 2.6
O=c1c2ccccc2nc(-c2ccccc2)n1OCc1ccc(Br)cc1 | 0.53
O=C(NC(=O)c1c(Cl)cccc1Cl)Oc1cc(C(F)(F)F)cc(C(F)(F)F)c1 | -0.98
COC(=O)C1=C(C)NC2=C(C(=O)CC(C)(C)C2)C1c1ccc(N(C)C)cc1 (stereo not drawn) | 81.6
CC(C)(C)NNC(=S)Nc1cccc(C(F)(F)F)c1 | 2.37
O=C(O)c1cccnc1 | 1.18
O=S(=O)(c1ccc(Cl)cc1)c1cc(O)ccc1O | 0.64
COc1ccc(-c2nc(C#N)c(NCc3ccco3)o2)cc1 | -1.14
CN(C)/C=C1\N=C(SCc2c(Cl)cccc2Cl)NC1=O | 5.26
Cc1ccc(S(=O)(=O)N/N=C/c2ccc(Cl)cc2)cc1 | -0.02
COc1ccc(/C=C/c2nc(-c3ccccc3O)n(S(=O)(=O)N(C)C)n2)cc1OC | -0.41
CSc1sc(/C(C)=N\O)c2c1/C(=N\O)CC(C)(C)C2 | 5.6*
Cc1c(Cl)cccc1NC(=O)Nc1cc(C(C)(C)C)nn1C | -1.19
O=C(Nc1ccccc1N1CCOCC1)NC1CCN(C(=O)OCc2ccccc2)CC1 | -1.52
O=S(=O)(Oc1ccccc1N1CCCCC1)c1ccc(-c2ccccn2)s1 | -0.66
COc1ccc(C2C3=C(CC(C)(C)CC3=O)Nc3nc4ccccc4n32)cc1 (stereo not drawn) | 0.44
CCOC(=O)C1=NNC2C(=O)N(c3ccccc3C)C(=O)C12 (stereo not drawn) | 0.95
CCc1ccc(C2c3c(oc4ccc(F)cc4c3=O)C(=O)N2c2nc(C)c(C)s2)cc1 (stereo not drawn) | 0.04
COc1ccc(COC(=O)C2=C(C)NC3=C(C(=O)CCC3)C2c2ccc(OC)c(O)c2)cc1 (stereo not drawn) | 0.75
O=C(CSc1nnc2c(n1)-c1cccc3cccc-2c13)Nc1ccc(Br)cn1 | 0.07

Of the compounds above, 16 contain a thiophene ring, fused or not.
SMILES | Dicer inh
COc1ccc(OC)c(C2C(C(=O)OCC(C)C)=C(C)NC3=C2C(=O)CC(c2cccs2)C3)c1 (stereo not drawn) | 3.1*
Cc1c(C(=O)/C=C/N(C)C)sc2ccccc12 | -0.86
Cc1csc2sc(C(=O)Nc3ccc(Cl)cc3)c(C)c12 | 1.57
COc1ccccc1C1CC(=O)C2=C(C1)NC(C)=C(C(=O)OCC1CCCO1)C2c1cccs1 (stereo not drawn) | 0.18
Fc1ccc(CN2CCCN(c3ncnc4scc(-c5ccccc5)c34)CC2)cc1 | -1.37
Cc1cc(C)c2c(N)c(C(=O)c3ccccc3Cl)sc2n1 | -2.3
O=C(Nn1cnnc1)c1cccs1 | -0.01
CCOC(=O)c1c(NC(=O)c2nc3nc(C)cc(C(F)F)n3n2)sc2c1CCC(C)C2 (stereo not drawn) | -0.17
CCOC(=O)N1CCN(S(=O)(=O)c2cccs2)CC1 | -0.2
CCOC(=O)c1cc(-c2ccccc2)sc1NC(=O)CN1CCN(c2ccccc2)CC1 | -1.76
CSc1sc(C(=O)N/N=C/c2ccc(Cl)cc2)c2c1C1(CCC2)SCCS1 | -0.17
Cc1nc(-c2ccc(S(=O)(=O)N3CCCN(c4ncc(C(F)(F)F)cc4Cl)CC3)s2)cs1 | -1.58
COC(=O)c1c(NC(=O)c2cc3ccccc3o2)sc2c1CCC(C)C2 (stereo not drawn) | 1.13
NC(=O)c1c(N)sc2c1CCCC2 | -2.18
CSc1sc(/C(C)=N\O)c2c1/C(=N\O)CC(C)(C)C2 | 5.6*
O=S(=O)(Oc1ccccc1N1CCCCC1)c1ccc(-c2ccccn2)s1 | -0.66
